# FUS suppressor = suppressors of FUS proteinopathy in yeast; S. cerevisiae FUS-expressing, growth rescue, OD600, 24 h; Potency, µM (titrated, usually from 76.6 µM), for the others: at the top dose growth rescue (activation), most hits filed as activators; 390,000 tested, 0.24% active;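 note: potency is the fitted concentration of half-maximal effect; plate controls were DMSO vehicle for no effect and reference control for full effect; nearly all actives have a fitted effect of over 55% in size; some results filed as inactive show a strong effect at the top dose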
#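 Compound concentration series was pinned onto galactose-induced FUS-expressing yeast seeded at OD 0.005. Plates sat 24hr at 30C; absorbance at 600 nm gave growth. DMSO served as background control.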
# PTHR1 agonist = agonists of human PTHR1 parathyroid hormone receptor; Q03431; HEK293 GP2 PTHR1 cells, GloSensor cAMP luminescence, 1 h; Potency, µM (highest dose often 115 µM), inactives show at the top dose activation, most hits filed as activators; 410,000 tested, 0.075% active; note: potency is the fitted concentration of half-maximal effect; nearly all actives have a fitted effect of over 55% in size; some results filed as inactive show a strong effect at the top dose; inactives centre near -15; many of its hits are not listed in these tables
# Target sequence (Q03431 whole entry, looked up): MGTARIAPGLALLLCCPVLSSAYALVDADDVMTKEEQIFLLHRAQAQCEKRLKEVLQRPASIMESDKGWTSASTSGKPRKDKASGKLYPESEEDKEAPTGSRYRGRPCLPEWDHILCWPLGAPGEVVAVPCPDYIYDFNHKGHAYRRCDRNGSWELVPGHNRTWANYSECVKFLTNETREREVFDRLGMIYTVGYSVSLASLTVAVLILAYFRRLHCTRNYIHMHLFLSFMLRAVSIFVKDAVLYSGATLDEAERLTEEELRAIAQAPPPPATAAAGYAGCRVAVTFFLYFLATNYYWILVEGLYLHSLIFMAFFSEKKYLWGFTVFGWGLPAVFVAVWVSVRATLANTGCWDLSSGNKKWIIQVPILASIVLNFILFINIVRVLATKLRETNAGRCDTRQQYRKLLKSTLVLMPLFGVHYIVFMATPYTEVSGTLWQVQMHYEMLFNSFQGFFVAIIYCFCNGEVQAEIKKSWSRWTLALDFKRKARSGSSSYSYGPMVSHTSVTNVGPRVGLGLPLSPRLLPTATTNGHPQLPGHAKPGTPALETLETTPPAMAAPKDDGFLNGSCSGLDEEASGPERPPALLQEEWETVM
#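 HEK-293-derived GP2 cells expressing PTHR1 and a GloSensor cAMP reporter, 3,000/well, plated overnight, given luciferin plus IBMX (each 0.5 mM as added) for 1 h at 37 °C, then compound for 1 h at 37 °C. Luminescence was read after 15 min at room temperature.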
# Akt phos inh = blocks phosphorylation of Akt. Neuro2A IGF-stimulated pAkt S473 HTRF, 20 min; hits give low values. activity change, % for hits at 50 µM. 360,000 tested, 0.32% active; in the data active = activity change below about -80%; inconclusive = mostly about -51% to -80%; note: % is set by controls: 0 for no effect and ±100 for the full control effect
#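 Neuro2A cells (4,500/well, DMEM with 0.5% FBS) were treated with compound at a single 50 µM final concentration, stimulated with 6 nM IGF for 20 min at 37 °C, and lysed. Phospho-Akt Ser473 was read by HTRF as 665/615 ratio ×10^4.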
# GLP1R cytotox = cytotoxic in the GLP-1 receptor inverse agonist counter-screen; Potency, µM (doses to about 38.3 µM), for inactives: at the highest dose activity change, negative = inhibition, actives largely listed as inhibitors; 410,000 tested, 0.13% active; HEK293 cAMP-luciferase reporter cells, luminescence, 24 h;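 note: loss of luciferase light is scored as toxicity; potency is the fitted concentration of half-maximal effect; % is set by controls: 0 for no effect and ±100 for the full control effect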
#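 Luminescence readout: signal drop marks cytotoxicity. Plated cells grew 12 h at 37 °C, 5% CO2, received 23 nL compound for 24 h, then got luciferase reagent, read after 12 min at RT.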
# MmCpn inh = blocks the Methanococcus maripaludis chaperonin Mm-Cpn; purified Mm-Cpn ATPase, ADP Transcreener TR-FRET; Potency, µM (doses to about 76.9 µM), for the others: at the highest dose activity, negative = inhibition, usual class: inhibitors; AID 504842; 330,000 tested, 0.031% active; note: potency is the fitted concentration of half-maximal effect; % is set by controls: 0 for no effect and ±100 for the full control effect; nearly all actives have a fitted effect of over 80% in size
#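 Compound-treated chaperonin, 25 nM final, turns over 10 uM ATP at 37°C for 30 min following a 10 min preincubation; ADP generated competes with ADP-d2 for Eu-cryptate antibody, lowering FRET.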
# GLP1R inv ag = GLP-1 receptor (human) inverse agonism | P43220 | 410,000 tested, 1.6% active | HEK293 GLP-1R CRE-luciferase, luminescence, 24 h; GLP-1R form is constitutively active | AID 624417 | Potency, µM (doses to about 38.3 µM), inactives show top-dose activity change, negative = inhibition, actives largely listed as inhibitors; note: potency is the fitted concentration of half-maximal effect; % is set by controls: 0 for no effect and ±100 for the full control effect; nearly all actives have a fitted effect of over 55% in size
# Target sequence (P43220 whole entry, looked up): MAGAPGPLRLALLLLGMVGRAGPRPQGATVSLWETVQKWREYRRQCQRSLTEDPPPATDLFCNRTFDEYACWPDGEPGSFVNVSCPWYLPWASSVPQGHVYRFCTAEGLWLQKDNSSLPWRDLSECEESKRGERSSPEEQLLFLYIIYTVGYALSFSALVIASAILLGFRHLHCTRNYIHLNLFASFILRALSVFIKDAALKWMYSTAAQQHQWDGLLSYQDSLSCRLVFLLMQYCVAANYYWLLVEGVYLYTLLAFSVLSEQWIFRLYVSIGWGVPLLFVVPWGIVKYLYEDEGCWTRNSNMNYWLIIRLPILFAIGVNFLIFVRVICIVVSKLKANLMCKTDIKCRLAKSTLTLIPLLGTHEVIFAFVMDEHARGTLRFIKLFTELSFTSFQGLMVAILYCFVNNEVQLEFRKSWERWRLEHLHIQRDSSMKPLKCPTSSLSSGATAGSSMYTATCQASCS
#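 Using stably transfected HEK293 (constitutively active GLP-1R, cAMP-luciferase reporter), compounds were incubated 24 hr and luciferase measured by luminescence.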
# Abeta yeast res = compounds reversing amyloid beta toxicity in yeast; yeast expressing A-beta42, growth rescue, OD600, 48 h; response scale: 0% DMSO, 100% iron-clioquinol control; Potency, µM (series often up to 46.1 µM), for inactives: top-dose growth rescue, actives largely listed as activators; 410,000 tested, 0.063% active; AID 1347071; note: potency is the fitted concentration of half-maximal effect; nearly all actives have a fitted effect of over 55% in size
#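 Growth rescue measured by 600 nm absorbance after 48 h yeast culture at 30 C with compound. Values normalized between DMSO and an equimolar ferric chloride plus clioquinol control.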
# aSyn yeast inh = alpha-synuclein toxicity inhibition in yeast; Yeast expressing alpha-synuclein, growth rescue, BacTiter-Glo, 24 h; Potency, µM (series often up to 46.1 µM), for inactives: at the top dose growth rescue (activation), actives largely listed as activators; 370,000 tested, 0.14% active; AID 652106; note: potency is the fitted concentration of half-maximal effect; % of control where 0% means no effect; nearly all actives have a fitted effect of over 65% in size
#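 Readout is rescue of growth in alpha-synuclein-expressing yeast, so inhibitors of toxicity appear as activators. Growth after 24 hr at 30 deg C in galactose medium is quantified by luminescence.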
# TDP43 rescue = rescues yeast growth from TDP-43 toxicity; TDP-43 expressing yeast growth rescue, BacTiter-Glo, 24 h; Potency, µM (highest dose often 46.1 µM), inactives show at the highest dose growth rescue (activation), most hits filed as activators; AID 652104; 410,000 tested, 1.8% active; note: potency is the fitted concentration of half-maximal effect; % of control where 0% means no effect; nearly all actives have a fitted effect of over 50% in size
#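 Yeast cells expressing TDP-43 under galactose induction are exposed to compounds for 24 hr at 30 deg C. BacTiter-Glo luminescence measures growth, so protective compounds score as activators.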
# Starred values were filed as active, the others as inactive; i = inactive; ? = inconclusive; nt = no result given; [ ] = dose if it differs, or a comment. Unless noted, calls come from the whole dose curve; as a rule, active = well fitted curve in the direction sought with a large enough effect; inconclusive = small, poorly fitted or top-dose-only effect, or another doubt; inactive = no such curve, though single readings can be large; an effect the other way counts as inactive or inconclusive.
1. CCSc1ccccc1C(=O)Nc1cccc(OC)c1
2. COc1ccc(N2CCN(CC(=O)NC(=O)NC(C)(C)C)CC2)cc1
3. COc1ccc(NS(=O)(=O)c2cccc(NC(=O)COc3ccc(OC)cc3)c2)cc1
4. CCn1c(O)c(N=NC(=O)CNc2ccc(C)cc2)c2ccccc21
5. COc1ccc(S(=O)(=O)Nc2ccc(F)cc2F)cc1C(=O)N1CCOCC1
6. COCC(C)n1c(=O)sc2ccccc2c1=O (stereo not given)
assay / entry	1	2	3	4	5	6
FUS suppressor	9%	12%	25%	21%	-8%	-1%
PTHR1 agonist	i	-24%	-24%	i	i	i
Akt phos inh	i	i	i	i	i	i
GLP1R cytotox	-8%	12%[7.66 µM]	-20%	4%	-9%	-14%
MmCpn inh	?	2%	0%	0%	3%	-1%
GLP1R inv ag	?	13%[7.66 µM]	-25%	23%	5%	-1%
Abeta yeast res	28%	9%	6%	-12%	-5%	-17%
aSyn yeast inh	1%	-1%	0%	2%	0%	4%
TDP43 rescue	19%	-6%	15%	-3%[0.397 µM]	-12%	-19%

# Single records (already shown).
# COc1ccc(NS(=O)(=O)c2cccc(NC(=O)COc3ccc(OC)cc3)c2)cc1 is listed as FUS suppressor: 25%; PTHR1 agonist: -24%; Akt phos inh: i; GLP1R cytotox: -20%; MmCpn inh: 0%; GLP1R inv ag: -25%; Abeta yeast res: 6%; aSyn yeast inh: 0%; TDP43 rescue: 15%
# COCC(C)n1c(=O)sc2ccccc2c1=O (stereo not given) is listed as FUS suppressor: -1%; PTHR1 agonist: i; Akt phos inh: i; GLP1R cytotox: -14%; MmCpn inh: -1%; GLP1R inv ag: -1%; Abeta yeast res: -17%; aSyn yeast inh: 4%; TDP43 rescue: -19%

# (continued)
7. Cc1nnc(N2CCC(C(=O)NC3CCCCC3)CC2)c2nn(-c3ccccc3)c(C)c12
8. COC(CN(C(=O)CCl)C(C(=O)NC1CCCCC1)c1ccc(Cl)cc1)OC (stereo not given)
9. N#Cc1c(N)nc(SCc2ccccn2)c(C#N)c1-c1cccs1
10. COc1ccc2c(C(=O)NCCCCO)c(-c3ccc(S(C)(=O)=O)cc3)sc2c1
11. CSCCCNC(=S)Nc1cccc(S(=O)(=O)NC2=NCCC2)c1
12. COCCNC(=O)C1CCC(CNS(=O)(=O)c2c(C)cc(C)cc2C)CC1 (stereo not given)
assay / entry	7	8	9	10	11	12
FUS suppressor	23%	nt	?	-1%	-29%	-8%
PTHR1 agonist	5%	-11%	i	-13%	i	i
Akt phos inh	nt	i	nt	i	i	i
GLP1R cytotox	-5%	-15%	9%	19%	15%	4%
MmCpn inh	nt	-1%	-18%	-15%	2%	1%
GLP1R inv ag	1%	-10%	92%[activator]	5%	-14%	-6%
Abeta yeast res	-10%	-2%	-13%	-7%	-11%	-3%
aSyn yeast inh	nt	0%	2%	5%	-10%	0%
TDP43 rescue	-10%	10%	-12%	6%	8%	7%

13. CC1=C(c2ccc(C)c(C)c2)S(=O)(=O)N=C1N1CCC(C(=O)Nc2ccc(Cl)cc2)CC1
14. CC(C)OCCCNC(=O)Cn1c(-c2cccs2)cc2cc(F)ccc21
15. C[C@H](CO)N1C[C@H](C)[C@@H](CN(C)Cc2ccc(-c3ccccc3)cc2)Oc2c(NS(=O)(=O)c3cccs3)cccc2C1=O
16. Cc1nn(-c2ccccc2)c(C)c1/C=N/n1c(-c2ccc(C(C)(C)C)cc2)n[nH]c1=S
17. O=C(COC(=O)CNS(=O)(=O)c1cc(C(F)(F)F)ccc1Cl)NC1CC1
18. COc1ccccc1NC(=O)Cn1c(C)nc2c(sc(=S)n2Cc2ccco2)c1=O
assay / entry	13	14	15	16	17	18
FUS suppressor	-5%	0%	?	21%	-29%	13%
PTHR1 agonist	i	-13%	-19%	-10%[57.5 µM]	i	-17%
Akt phos inh	nt	nt	i	i	i	i
GLP1R cytotox	0%	-1%	-5%	3%	-1%	-4%
MmCpn inh	nt	nt	-3%	0%	0%	2%
GLP1R inv ag	-1%	?	-2%	9%	3%	-44%
Abeta yeast res	-13%	-19%	6%	-1%	-4%	13%
aSyn yeast inh	nt	nt	2%	11%	-4%	3%
TDP43 rescue	-8%	?	?	12%	7%	-7%

19. O=C(Nc1ccc2c(c1)Cc1cc([N+](=O)[O-])ccc1-2)C(F)(F)F
20. O=C(NCc1ccccc1)c1ccc(Cl)nc1
21. Cc1ccc(C(=O)N2CCOCC2)cc1S(=O)(=O)N1CCCCC1
22. CC(C)(C)C(=O)Nc1ccc(C(=O)N/N=C/c2ccccc2OC(=O)c2ccccc2)cc1
23. CCOC(=O)Cc1csc(NC(=O)c2cc3c(s2)CCCC3)n1
24. NC(=O)Cc1nc(-c2ccc(Br)cc2)cs1
assay / entry	19	20	21	22	23	24
FUS suppressor	-3%	4%	nt	?	37%	nt
PTHR1 agonist	-61%[inhibitor]	-6%	i	i	i	-15%
Akt phos inh	i	i	i	i	i	i
GLP1R cytotox	5%	1%	-1%	88%[activator]	3%	-4%
MmCpn inh	nt	3%	0%	-5%	-10%	1%
GLP1R inv ag	-1%	17%	3%	?	?	2%
Abeta yeast res	-2%	-1%	9%	11%	-9%	-3%
aSyn yeast inh	-10%	2%	4%	3%	-13%	2%
TDP43 rescue	8%	10%	-8%	3%	-14%	5%

25. COc1ccccc1N1CCN(C(=O)C2CCN(S(=O)(=O)Cc3ccccc3)CC2)CC1
26. O=c1[nH]c(N2CCc3ccccc3C2)nc2c1CCC2
27. CCOc1cc(C2c3c(oc4cc(C)c(Cl)cc4c3=O)C(=O)N2Cc2ccco2)ccc1O (stereo not given)
28. Cc1nnc(NC(=O)C2CSC3(C)CCC(=O)N23)s1 (stereo not given)
29. CC(=O)NCCC(=O)Nc1cc(S(=O)(=O)N2CCCCC2)ccc1Oc1ccccc1
30. Cc1ccc(C(=O)C2CCN(CC(=O)Nc3ccccc3C)CC2)cc1
assay / entry	25	26	27	28	29	30
FUS suppressor	24%	-9%	30%	16%	nt	-7%
PTHR1 agonist	-24%	i	-5%[57.5 µM]	i	4%	-18%
Akt phos inh	nt	nt	i	i	i	i
GLP1R cytotox	1%	-5%	-8%	2%	1%	13%
MmCpn inh	nt	1%	1%	0%	3%	0%
GLP1R inv ag	?	20%	0%	3%	15%	?
Abeta yeast res	1%	9%	11%	-1%	-33%[inhibitor]	0%
aSyn yeast inh	nt	nt	10%	5%	-6%	-9%
TDP43 rescue	24%	15%	-19%	10%	-19%	3%

31. COc1cccc(C(=O)Nc2cc(-c3ccccc3)no2)c1
32. CCc1nnc(SCC(=O)Nc2nccs2)n1CC
33. CC1Oc2ccccc2N(CC(=O)NC2CCCC2)C1=O (stereo not given)
34. Brc1ccc(OCCOCCN2CCOCC2)cc1
35. O=C(O)COc1ccc(=O)n(-c2ccccc2)n1
36. COc1ccc(C(=O)N/N=C/C(=O)c2ccccc2)cc1
assay / entry	31	32	33	34	35	36
FUS suppressor	-6%	-16%	7%	-6%	17%	6%
PTHR1 agonist	-19%	3%	-5%	i	-1%[57.5 µM]	-17%
Akt phos inh	nt	i	i	i	i	i
GLP1R cytotox	0%	1%	18%	-24%	-8%	-12%
MmCpn inh	nt	1%	-3%	2%	1%	1%
GLP1R inv ag	6%	7%	23%	5%	10%	-11%
Abeta yeast res	-12%	1%	-10%	-1%	13%	-2%
aSyn yeast inh	nt	-4%	2%	4%	1%	1%
TDP43 rescue	20%	-1%	14%	-6%	-8%	6%

37. CCOC(=O)CN(C(=O)CNC(=O)c1ccco1)C(C(=O)NC1CCCCC1)c1cccs1 (stereo not given)
38. O=C(CSc1ncccn1)N1CCc2ccccc2C1
39. CCCCN(C(=O)c1c(C)noc1C)c1c(N)n(CCC)c(=O)[nH]c1=O
40. Cc1ccc2c(c1)c1c3n2CCN(C=O)C3CCC1 (stereo not given)
41. CC1CCCN(S(=O)(=O)c2ccc3c(c2)n(C)c(=O)c(=O)n3C)C1 (stereo not given)
42. O=C(Nc1cccc([N+](=O)[O-])c1)c1ccc(-c2ccccc2)cc1
assay / entry	37	38	39	40	41	42
FUS suppressor	10%	-20%	-8%	7%	-37%	23%
PTHR1 agonist	i	i	i	-29%	i	i
Akt phos inh	i	i	i	i	i	i
GLP1R cytotox	-28%	7%	-1%	6%	3%	3%
MmCpn inh	2%	5%	0%	-3%	2%	?
GLP1R inv ag	10%	19%	-3%	0%	-4%	28%
Abeta yeast res	2%	-1%	-5%	?	4%	-16%
aSyn yeast inh	4%	-4%	5%	11%	-1%	1%
TDP43 rescue	6%	10%	14%	?	18%	-21%

43. CC(=O)OCCn1c2nc(=O)[nH]c(=O)c-2nc2cc(C)c(C)cc21
44. COc1ccc(-c2nc(C)c(CCNC(=O)C(=O)Nc3c(C)cccc3C)s2)cc1OC
45. COc1cccc(NC(=O)CSc2c(C)cnc3c2c(=O)n(C)c(=O)n3C)c1
46. CCOc1ccc(N=C2C(=O)N(CN3CCOCC3)c3ccccc32)cc1
47. CCCn1c(SCC(=O)N2CC(=O)Nc3ccccc32)nc2ccccc21
48. CN(C)S(=O)(=O)c1ccc(-n2cccc2)cc1
assay / entry	43	44	45	46	47	48
FUS suppressor	-2%	-17%	22%	-19%	10%	5%
PTHR1 agonist	i	i	-18%	i	i	i
Akt phos inh	i	nt	nt	i	i	i
GLP1R cytotox	nt	3%	3%	14%	-1%	-7%
MmCpn inh	-3%	nt	nt	1%	2%	0%
GLP1R inv ag	12%	10%	6%	2%	6%	9%
Abeta yeast res	-21%	-5%	0%	4%	8%	0%
aSyn yeast inh	-3%	0%	nt	-2%	1%	5%
TDP43 rescue	3%	21%	17%	9%	20%	-6%

# Screens as filed in PubChem.

# An excerpt, so the mix of outcomes need not match the whole.
